High-throughput results: PubChem, The Scripps Research Institute Molecular Screening Center
GPR151 activ: activators of human GPR151, primary screen, cell-based, PathHunter beta-arrestin, luminescence. G-protein coupled receptor 151 (Homo sapiens), Q8TDV0. 650,000 compounds, 1% hits. PathHunter beta-arrestin GPR151 cells. activation, % at 11.2 µM; in the data active means activation above about 4.9%;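 further: 0% = median of compound wells and 100% = cells with positive control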
Target sequence (Q8TDV0 whole entry, looked up): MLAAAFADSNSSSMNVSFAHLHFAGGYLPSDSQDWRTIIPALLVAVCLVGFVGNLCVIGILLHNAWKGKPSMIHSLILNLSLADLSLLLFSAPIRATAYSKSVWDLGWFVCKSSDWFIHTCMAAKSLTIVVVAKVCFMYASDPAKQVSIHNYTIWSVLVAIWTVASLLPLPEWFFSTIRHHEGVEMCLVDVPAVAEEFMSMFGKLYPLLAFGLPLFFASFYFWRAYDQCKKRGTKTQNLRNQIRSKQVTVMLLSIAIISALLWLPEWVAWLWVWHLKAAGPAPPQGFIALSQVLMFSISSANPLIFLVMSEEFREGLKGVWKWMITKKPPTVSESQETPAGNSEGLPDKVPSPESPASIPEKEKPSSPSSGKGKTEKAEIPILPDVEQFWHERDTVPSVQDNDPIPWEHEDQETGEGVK
MITF primary: MITF inhibitors, primary screen, biochemical, AlphaScreen, human; Microphthalmia-associated transcription factor (Homo sapiens), O75030; AlphaScreen MITF homodimerization, bead proximity signal; inhibition, % at 2.6 µM; 650,000 compounds, 0.91% hits; AID 1259374, 2018; in the data active means inhibition above about 50%;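 further: 0% = vehicle wells with protein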
Target sequence (O75030 whole entry, looked up): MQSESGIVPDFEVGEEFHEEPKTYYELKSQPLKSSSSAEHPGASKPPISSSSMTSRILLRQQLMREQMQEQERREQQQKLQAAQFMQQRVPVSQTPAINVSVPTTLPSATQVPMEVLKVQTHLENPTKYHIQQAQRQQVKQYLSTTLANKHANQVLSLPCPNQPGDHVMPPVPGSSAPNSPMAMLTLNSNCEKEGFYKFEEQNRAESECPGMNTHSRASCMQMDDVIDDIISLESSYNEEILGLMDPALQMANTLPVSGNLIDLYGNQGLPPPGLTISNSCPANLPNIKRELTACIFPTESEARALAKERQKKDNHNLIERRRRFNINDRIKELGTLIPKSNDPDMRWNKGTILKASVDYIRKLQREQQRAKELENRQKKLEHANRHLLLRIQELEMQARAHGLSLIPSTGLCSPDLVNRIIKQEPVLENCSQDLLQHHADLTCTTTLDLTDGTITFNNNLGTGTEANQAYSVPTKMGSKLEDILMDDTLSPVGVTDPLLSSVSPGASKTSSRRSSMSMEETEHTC
FBW7 activator: FBW7 E3 ligase activators, primary screen, biochemical, AlphaScreen, human. normalized activity (activation), % at 26.1 µM. F-box/WD repeat-containing protein 7 (Homo sapiens), Q969H0. AlphaScreen FBW7–phospho-cyclin E peptide binding, activator screen. AID 1259310, 2017. 650,000 compounds, 0.13% hits; in the data active means normalized activity above about 1.9%;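 further: purified mutant Fbw7 with reduced substrate affinity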
TEAD-YAP inh: TEAD-YAP interaction inhibition, primary screen, TEAD-YAP interaction inhibitor project, luminescence, HEK-TIYL cells | 640,000 compounds, 1.4% hits | inhibition, % at 9.12 µM | TEAD-Gal4/YAP UAS-luciferase luminescence; in the data active means inhibition above about 32%;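 further: 0% = median of test compound wells and 100% = reference inhibitor wells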
* = called active by the depositor; & = joins results of further samples.

SMILES	GPR151 activ	MITF primary	FBW7 activator	TEAD-YAP inh
NC(=O)c1c(NC(=O)COC(=O)Cn2[nH]c(=O)c3ccccc3c2=O)sc2c1CCC2	1.9	6.9	0.3	-2.8
CCCC1CCC(OC(=O)/C=C/c2ccc(OC)cc2)CC1 (centres undefined)	1.0	-3.9	-0.1	1.4
CC(=O)c1cc2c(cc1NS(=O)(=O)c1cccc(Br)c1)OCO2	-0.6	0.2	0.7	1.0
CC(C)OCCCNC(=O)c1ccc(CN2CCOCC2)cc1	0.6	-14.8	0.0	-7.0
Cc1cc2ccccc2n1CCNCc1c(C(=O)N2CCOCC2)nc2ccccn12	0.3	3.4	0.0	-3.5
COc1ccc(-c2cc(Nc3ccccc3)ncn2)cn1	0.4&-1.8	5.3&0.9	0.0&-0.1	-55.3&-48.4
O=C(NCC1CCCO1)c1ccc2c(=O)n(-c3ccccc3F)c(=S)[nH]c2c1 (centres undefined)	4.0	5.4	0.4	3.7
CCn1c2c(c3cc(F)ccc31)CCCC2=O	-1.1	-6.4	0.0	2.6
COc1ccc(CCNC(=O)C2CCN(S(=O)(=O)c3ccc(OC)c(OC)c3)CC2)cc1OC	0.8	11.0	0.2	5.9
Cc1ccc(/C=C2\C(=O)NC(=O)N(c3cccc(Br)c3)C2=O)cc1[N+](=O)[O-]	5.1*	-3.7	0.1	8.1
N#Cc1ccc(Oc2ccc(C(=O)Nc3ccc(Br)cc3)cc2)cc1	2.8	-2.4	-0.2	7.6
Cc1cc(=O)[nH]c(SCCOc2ccccc2)n1	-1.1&-1.2	4.8&-7.9	0.0&0.0	-16.5&-20.6
O=[N+]([O-])c1cnn(Cc2cccc3ccccc23)c1	-0.9	4.5	0.2	-2.5
COc1cc(C2C(=O)N(C3CCCCC3)CC(=O)N2C2CCCC2)ccc1OC(C)C (centres undefined)	0.2	-2.2	0.1	-0.1
C=CCN(C(=O)CSc1nc2[nH]ncc2c(=O)n1-c1cccc2ccccc12)c1ccccc1	-0.5	-9.6	-0.1	13.7
CN1CCN(C(=O)NC2(C(F)(F)F)Oc3ccccc3O2)CC1	-0.2	47.1	0.0	-3.4
CCCOC(=O)CC1C(=O)NCCN1Cc1ccc(F)cc1 (centres undefined)	0.5	-1.6	0.1	-0.3
COc1ccc(OC)c(NC(=O)CSc2nc3n[nH]c(C)c3c(=N)n2-c2ccc(C)c(Cl)c2)c1	-1.1	14.3	-0.3	-6.5
O=C(NCCCc1ccccc1)c1ccc([N+](=O)[O-])cc1	0.2	9.9	0.0	-45.3
COC(=O)C1=CN(c2ccc(F)c(F)c2)C=C(C(=O)OC)C1c1cccs1	4.0	4.1	1.0	-4.2
CCN(C(=O)CSc1nc2ncccc2[nH]1)c1cccc(C)c1	-0.8	-0.2	0.0	-9.6
CC(C)C(CO)Nc1nccn2c(-c3ccc(N(C)C)cc3)cnc12 (centres undefined)	-0.4	-12.3	-0.3	-15.2
CCOC(=O)Cn1c(=O)oc2cc(S(=O)(=O)Nc3cc(C)ccc3OC)ccc21	0.1	-9.4	0.0	-5.3
COCCn1c(SCC(=O)Nc2cc(C)ccc2C)nnc1C(C)C	-0.6	1.7	0.1	4.4
CC(=O)Oc1cc2c(C(=O)NCCN3CCOCC3)c(C)oc2c2ccccc12	7.6*	9.3	-0.1	-7.4
CCOC(=O)C1=C(C)N=c2s/c(=C3\C(=O)N(C(C)=O)c4ccccc43)c(=O)n2C1c1cccc([N+](=O)[O-])c1 (centres undefined)	0.8	2.9	-0.2	-3.0
Cc1ccnc(N2CCN(c3c([N+](=O)[O-])c(=O)n(-c4ccccc4)c4ccccc34)CC2)c1	-0.7	-19.3	-0.1	-5.6
O=C1CC(c2cccc([N+](=O)[O-])c2)CC2=C1C(c1ccc(Cl)cc1)N(C(=O)C(F)(F)F)c1ccccc1N2 (centres undefined)	-1.2	-0.1	0.1	8.2
CN(C)/C=N/c1c(C#N)cnn1-c1ncnc2sc3c(c12)CCC3	-0.1	5.0	-0.1	-7.1
NNc1ccc([N+](=O)[O-])cc1-c1nn[nH]n1	-1.6	3.8	-1.1	-3.1

A few values from above:
GPR151 activ, CCOC(=O)C1=C(C)N=c2s/c(=C3\C(=O)N(C(C)=O)c4ccccc43)c(=O)n2C1c1cccc([N+](=O)[O-])c1 (centres undefined) stands at 0.8
MITF primary, COCCn1c(SCC(=O)Nc2cc(C)ccc2C)nnc1C(C)C stands at 1.7

Other results follow.
SMILES	GPR151 activ	MITF primary	FBW7 activator	TEAD-YAP inh
COc1ccc(Cl)cc1C(=O)Nc1c2c(nn1-c1cccc(Cl)c1)CS(=O)(=O)C2	0.0	13.4	0.6	9.8
Nc1ccc(Cl)c(NC(=O)c2ccco2)c1	3.2	31.5	-0.1	-6.7
CCc1ccc(-c2nc(CSCC(=O)N3CCN(c4ccccn4)CC3)c(C)o2)cc1	0.0	3.4	-0.6	35.1*
COc1ccc(-c2noc(CNC(=O)c3cc(Br)ccc3Cl)n2)cc1	-0.5	-2.3	-0.2	-6.9
c1csc(-c2cnn3ccc(Nc4ccc(N5CCOCC5)cc4)nc23)c1	1.1	0.4	-0.2	6.0
COc1ccc(N2CCN(c3cc(N4CCN(S(=O)(=O)c5ccccc5)CC4)ccc3[N+](=O)[O-])CC2)cc1	0.4	10.4	0.3	4.8
COc1ccccc1C(=O)NCCSc1c(C)[nH]c2ccccc12	0.1	2.1	-0.1	-11.5
O=C(Cn1cnc2sc3c(c2c1=O)CCCC3)NCCCC(=O)NC1CCCCC1	-1.0	8.0	-0.1	11.3
COc1cccc(CNCc2cccnc2)c1OCc1ccccc1F	-0.9	1.7	0.2	6.2
N#CC1=C(N)Oc2n[nH]c(-c3cccs3)c2C1c1ccoc1 (centres undefined)	0.2	10.9	-1.0	2.1
CN1CCN(NC(=S)Nc2ccc(Br)cc2Cl)CC1	-0.4	-16.1	-0.1	-6.1
Cc1ccccc1N1C(=O)CC(N2CCOCC2)C1=O (centres undefined)	0.0	9.1	0.0	-2.2
CCN(CC)CCN1CCN(c2ccnc3c(-c4ccc(OC)cc4)cnn23)CC1	-0.3	-15.1	-0.6	-29.6
O=C(N/N=C/c1ccccc1O)c1cc(-c2cccc([N+](=O)[O-])c2)n[nH]1	4.1	12.3	0.0	-14.0
COc1cccc2cc(C(=O)N3CC(C)CC(C)C3)c(=O)oc12 (centres undefined)	-0.7	-6.5	0.2	-0.2
CN(c1ccc(F)cc1)S(=O)(=O)c1ccc2[nH]cc(C(=O)NCc3ccco3)c(=O)c2c1	-0.2	3.2	0.2	5.8
Cc1cnc(Oc2ccccc2)nc1NCc1cccc(C(F)(F)F)c1	-1.3	13.0	0.0	4.7
COc1ccccc1C(=O)Nc1ccnn1C1CCN(C2CCCCC2)CC1	5.1*	4.8	-0.2	-2.8
NC(=O)c1cc2ccccc2cc1Nc1ccnc(Nc2ccc(N3CCOCC3)cc2)c1	6.5*	34.2	-0.2	83.5*
Cc1sc2ncnc(SC3CCCCN(C(=O)c4ccccc4)C3=O)c2c1C (centres undefined)	2.5	20.3	1.0	-4.2

A portion from the list above, for reference:
SMILES	GPR151 activ	MITF primary	FBW7 activator	TEAD-YAP inh
CCc1ccc(-c2nc(CSCC(=O)N3CCN(c4ccccn4)CC3)c(C)o2)cc1	0.0	3.4	-0.6	35.1*
COc1ccc(-c2noc(CNC(=O)c3cc(Br)ccc3Cl)n2)cc1	-0.5	-2.3	-0.2	-6.9
c1csc(-c2cnn3ccc(Nc4ccc(N5CCOCC5)cc4)nc23)c1	1.1	0.4	-0.2	6.0
COc1ccc(N2CCN(c3cc(N4CCN(S(=O)(=O)c5ccccc5)CC4)ccc3[N+](=O)[O-])CC2)cc1	0.4	10.4	0.3	4.8
COc1ccccc1C(=O)NCCSc1c(C)[nH]c2ccccc12	0.1	2.1	-0.1	-11.5
O=C(Cn1cnc2sc3c(c2c1=O)CCCC3)NCCCC(=O)NC1CCCCC1	-1.0	8.0	-0.1	11.3
COc1cccc(CNCc2cccnc2)c1OCc1ccccc1F	-0.9	1.7	0.2	6.2
N#CC1=C(N)Oc2n[nH]c(-c3cccs3)c2C1c1ccoc1 (centres undefined)	0.2	10.9	-1.0	2.1
CN1CCN(NC(=S)Nc2ccc(Br)cc2Cl)CC1	-0.4	-16.1	-0.1	-6.1
Cc1ccccc1N1C(=O)CC(N2CCOCC2)C1=O (centres undefined)	0.0	9.1	0.0	-2.2
CCN(CC)CCN1CCN(c2ccnc3c(-c4ccc(OC)cc4)cnn23)CC1	-0.3	-15.1	-0.6	-29.6
O=C(N/N=C/c1ccccc1O)c1cc(-c2cccc([N+](=O)[O-])c2)n[nH]1	4.1	12.3	0.0	-14.0
COc1cccc2cc(C(=O)N3CC(C)CC(C)C3)c(=O)oc12 (centres undefined)	-0.7	-6.5	0.2	-0.2
CN(c1ccc(F)cc1)S(=O)(=O)c1ccc2[nH]cc(C(=O)NCc3ccco3)c(=O)c2c1	-0.2	3.2	0.2	5.8
Cc1cnc(Oc2ccccc2)nc1NCc1cccc(C(F)(F)F)c1	-1.3	13.0	0.0	4.7
COc1ccccc1C(=O)Nc1ccnn1C1CCN(C2CCCCC2)CC1	5.1*	4.8	-0.2	-2.8
NC(=O)c1cc2ccccc2cc1Nc1ccnc(Nc2ccc(N3CCOCC3)cc2)c1	6.5*	34.2	-0.2	83.5*

The listing continues.
SMILES	GPR151 activ	MITF primary	FBW7 activator	TEAD-YAP inh
O=C(NCCc1ccc(Cl)cc1)c1cn(-c2ccc3[nH]ncc3c2)nn1	-0.5	-1.4	0.6	-7.5
N#C/C(=C\c1c[nH]c2ccccc12)C(=O)Nc1ccccc1Cl	-0.2	6.9	0.1	-34.5
C/C(CC(=O)NCC(C)C)=N\NC(=O)C(=O)Nc1ccc(C)c(Cl)c1	0.0	-5.6	0.1	-1.2
CCOc1ccc(Br)cc1C1CC(=O)Nc2cc(OC)c(OC)c(OC)c21 (centres undefined)	1.0	4.8	0.0	-0.3
O=C(COc1ccc(N2CCCC2)nn1)N1CCC(C(O)c2cccs2)CC1 (centres undefined)	1.5	9.6	0.1	8.2
CC(Oc1ccc(/C=C2\C(=O)NC(=O)N(c3ccccc3)C2=O)cc1)C(=O)O (centres undefined)	-2.0	15.7	0.7	4.0
CCN(CC)C(=O)c1sc(NC(=O)c2ccc(C)cc2)c(C#N)c1C	0.0	5.4	0.2	-1.9
CC1=CC(C)(C)Nc2ccc(OC(=O)C(C)(C)C)cc21	-0.1	0.5	0.0	0.4
CCOc1ccc2ccccc2c1/C=C1\N=C(c2ccc(I)cc2)OC1=O	-0.5	-5.2	-0.1	-9.0
O=C(NC(C(=O)N1CCOCC1)C12CC3CC(CC(C3)C1)C2)C1CCCCC1 (centres undefined)	-1.0	2.3	1.2	-2.0
O=C(Oc1coc(CSc2ncccn2)cc1=O)c1ccccc1I	2.0	-5.7	-0.1	5.1
Cc1ccc(S(=O)(=O)N2CCN(S(=O)(=O)c3ccccc3)CC2)cc1	0.4	-0.3	0.1	2.3
COc1cc(NC(=O)c2cc(Cl)ccc2[N+](=O)[O-])c(OC)cc1Cl	1.1	-0.3	-0.2	5.8
O=C(Nc1ccccc1N1CCOCC1)c1ncoc1-c1ccccc1C(F)(F)F	-0.2	-4.1	-0.1	3.6
COc1ccccc1CC(=O)c1ccc(O)cc1O	0.6	-3.5	-0.1	-7.1
Cc1cc2c(=O)n(CC(=O)N3CCCCCC3)cnc2s1	0.2	0.9	0.0	-4.6
COc1cccc(-c2cnc3ccc(NCc4ccco4)nn23)c1	0.1	-2.6	-0.1	8.7
COc1ccc(-n2nc3ccc(NC(=O)c4ccc(OC)c([N+](=O)[O-])c4)cc3n2)cc1	0.8	8.8	0.0	-8.8
O=C(Nc1ccccc1[N+](=O)[O-])c1cccc(S(=O)(=O)Nc2ccc(I)cc2)c1	0.0	21.7	-0.1	-8.0
CCCN(CCC)S(=O)(=O)c1ccc2c(c1)CCN2C(C)=O	-1.0	-1.3	-0.2	-10.7
CCOc1cccc(C2CC(c3cccc(Br)c3)=NC(c3ccc(F)c(Br)c3)N2)c1O (centres undefined)	0.5	0.1	-0.5	-14.2
N#C/C(=C\c1ccc(OC(=O)c2cc(F)c(F)cc2Cl)cc1)c1nc2ccccc2[nH]1	0.0	-4.8	-0.1	-19.9
O=C1CN(C(=O)c2cc(Cl)cc(Cl)c2)C(c2ccccc2)c2cc(Br)ccc2N1 (centres undefined)	-0.7	-2.1	-0.1	9.1
CCCCSc1nc2ccccc2c(=O)n1C	-0.3	8.0	-0.1	-1.1
c1ccc(-c2csc(C3COc4ccccc4O3)n2)cc1 (centres undefined)	-0.7	-9.3	0.3	-82.1
NC(=O)C1CCCN(S(=O)(=O)c2ccc(Br)cc2)C1 (centres undefined)	-1.3	-6.2	0.6	-12.1
CC(=O)Nc1cccc(C(=O)Nc2ccccc2C(=O)O)c1	-1.0	-3.5	0.2	-7.1
OCCNCCCCCCOc1ccccc1F	-0.2	5.5	0.1	1.6
O=c1oc(-c2cccs2)nc2cc([N+](=O)[O-])ccc12	-1.0	26.1	0.3	-3.7

Random draw from the library; any-hit rate near 3.4%.
